# High-throughput results deposited in PubChem BioAssay by The Scripps Research Institute Molecular Screening Center.
# ASAP1 inh: inhibitors of human ASAP1 ArfGAP activity; ASAP1-stimulated ARF1 GTP hydrolysis, GDP FP detection; inhibition, % at 16.5 µM; 360,000 compounds, 0.19% hits; in the data active means inhibition above about 25%;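 further: 0% = vehicle with enzyme and substrate and 100% = no enzyme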
# ARFGAP1 inh: rat ARFGAP1 inhibition | Q62848 | Arfgap1-stimulated ARF1 GTP hydrolysis, GDP FP detection | 360,000 compounds, 0.26% hits | inhibition, % at 16.5 µM;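 active means inhibition above a per-plate limit, mean inhibition of low control wells plus 3 SD, cut at about 25% in these data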;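 further: 0% = DMSO wells with enzyme and 100% = wells lacking Arfgap1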
# Target sequence (Q62848 1-136 limits assumed): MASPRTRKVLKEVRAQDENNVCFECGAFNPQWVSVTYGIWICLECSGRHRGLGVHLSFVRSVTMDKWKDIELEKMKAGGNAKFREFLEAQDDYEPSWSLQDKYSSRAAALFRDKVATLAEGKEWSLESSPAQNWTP
#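 Material – truncated rat Arfgap1 GAP domain · Buffer or medium – HEPES-based buffer, pH 7.5 · Reagent – human ARF1(Δ1-17)-GTP substrate · Dosing – 16.5 µM single point, 1.26% DMSO · Schedule – GTP hydrolysis reaction 2 h at 25 °C · Technique – GDP detection by fluorescence polarization · Benchmarks – No-Arfgap1 wells (100%) versus DMSO full-reaction wells (0%) · Repeats – single replicate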
# Tn7 DDE FP: disrupts Tn7 cyclic peptide binding to fibrin D-Dimer-E complex; inhibition, % at 8.3 µM; P02675; FP displacement of FITC-Tn7 peptide from fibrin DD(E); 0% = median of compound wells per plate; 370,000 compounds, 0.13% hits;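 active means inhibition above the mean of compounds falling within the control limits plus 3 SD of them, cut at about 14% in these data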;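 further: 0% = plate median of compound wells and 100% = 10 µM Aha-Tn7 peptide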
#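 Also added: labelled Tn7 tracer, 0.1 µM; Assay system: human fibrin DD(E) protein; Amount: 2 µM fibrin DD(E); Schedule: 10 min compound pre-incubation, 3 h probe incubation at room temperature; Repeats: one replicate per compound; Read-out basis: percent inhibition; Measured by: fluorescence polarization of the labelled Tn7 tracer.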
# LEDGF integ inh: blocks HIV-1 LEDGF/p75-dependent DNA integration | TR-FRET IN-LEDGF/p75 DNA integration, Eu/Cy5 | inhibition, % at 3.7 µM | 370,000 compounds, 0.64% hits | AID 743269;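 active means inhibition above the screen-wide mean plus 3 SD, cut at about 13% in these data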;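 further: signal is the Cy5 over europium emission ratio at 671 and 618 nm; 0% = plate median of compound wells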
# ADAM17 inh: inhibits human ADAM17; P78536; inhibition, % at 6.95 µM; AID 720648; 370,000 compounds, 0.83% hits; recombinant ADAM17, EDANS/DABCYL FRET peptide cleavage;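 active means inhibition above the mean of compounds lying between control limits plus 3 SD, set per campaign, cut at about 8.5% in these data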;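 further: 0% = DMSO-only wells as the low control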
# TDP2 absorb: TDP2 (human) inhibition, absorbance primary screen; 370,000 compounds, 0.34% hits; recombinant TDP2, T5PNP hydrolysis, p-nitrophenol absorbance 415 nm; O95551; inhibition, % at 12.8 µM;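 active means inhibition above the mean of all tested compounds plus 3 SD, set per campaign, cut at about 25% in these data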;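 further: 0% = DMSO with enzyme and 100% = buffer with substrate but no TDP2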
# Target sequence (O95551 whole entry, looked up): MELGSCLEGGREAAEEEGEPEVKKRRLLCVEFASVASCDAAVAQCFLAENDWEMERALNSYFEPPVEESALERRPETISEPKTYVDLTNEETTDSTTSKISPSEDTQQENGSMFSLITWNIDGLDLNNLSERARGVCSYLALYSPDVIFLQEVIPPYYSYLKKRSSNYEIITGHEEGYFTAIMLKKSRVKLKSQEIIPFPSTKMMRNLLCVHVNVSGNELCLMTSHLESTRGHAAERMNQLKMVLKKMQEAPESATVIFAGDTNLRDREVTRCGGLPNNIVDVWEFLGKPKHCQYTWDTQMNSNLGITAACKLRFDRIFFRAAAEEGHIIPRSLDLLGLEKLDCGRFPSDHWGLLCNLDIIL
#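 Material: recombinant human TDP2; quantity: TDP2 enzyme at 120 nM final; medium: Tris-HCl pH 7.5 with MgCl2; compound: single concentration, 12.8 µM nominal, with 1% DMSO; incubation: 2 h enzyme incubation at 37 °C; signal: epi absorbance; measure: percent inhibition; benchmarks: high control without enzyme, low control DMSO plus TDP2; repeats: singlicate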
# ADAM10 inh: inhibitors of human ADAM10; O14672; recombinant ADAM10, EDANS/DABCYL FRET peptide cleavage, 3 h; inhibition, % at 7 µM; 370,000 compounds, 0.62% hits;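 active means inhibition above a per-campaign cutoff equal to the mean of compounds falling between control-based bounds plus 3 SD, cut at about 20% in these data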;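 further: 0% = DMSO wells while the 100% control is not disclosed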
# proKLK7 act: proKLK7 (human) activation, primary screen | P49862 | purified proKLK7, EDANS-DABCYL substrate fluorescence; 100% is mature enzyme control, 0% vehicle | activation, % at 7 µM | 370,000 compounds, 0.9% hits;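 active means activation above the mean of all tested compounds plus 3 SD, computed per campaign excluding outliers beyond control limits, cut at about 13% in these data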
# Target sequence (P49862 whole entry, looked up): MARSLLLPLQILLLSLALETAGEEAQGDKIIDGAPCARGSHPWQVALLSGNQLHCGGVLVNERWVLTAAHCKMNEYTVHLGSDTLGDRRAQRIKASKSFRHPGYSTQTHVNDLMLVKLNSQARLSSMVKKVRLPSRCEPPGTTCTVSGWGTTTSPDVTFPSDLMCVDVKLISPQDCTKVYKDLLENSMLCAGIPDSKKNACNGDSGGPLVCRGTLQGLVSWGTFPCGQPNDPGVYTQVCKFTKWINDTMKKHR
# PLCg1 inh: inhibitors of human phospholipase C gamma1; inhibition, % at 12.2 µM; purified PLC-gamma1, fluorogenic substrate, fluorescence; 370,000 compounds, 0.84% hits; P19174; in the data active means inhibition above about 9.5%
# DDE Tn6 FP inh: inhibitors of Tn6 peptide binding to human fibrin DD(E). inhibition, % at 8.3 µM. 370,000 compounds, 0.21% hits. Fibrin DD(E) TRITC-Tn6 fluorescence polarization displacement. P02675. AID 720509;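 active means inhibition above a per-campaign cutoff: mean of compounds within control limits plus 3 SD, cut at about 15% in these data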;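 further: 0% = median of all compound wells on the plate and 100% = blocking peptide control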
# Numbers without * were called inactive; i = inactive; nt = not tested or not shown; & = joins results of further samples.
SMILES,ASAP1 inh,ARFGAP1 inh,Tn7 DDE FP,LEDGF integ inh,ADAM17 inh,TDP2 absorb,ADAM10 inh,proKLK7 act,PLCg1 inh,DDE Tn6 FP inh
CCCn1nc(C(=O)Nc2cc(OCC)c(N3CCOCC3)cc2OCC)c2ccccc2c1=O,-3.1,5.9,3.9,1.5,0.5,-0.5,0.5,-0.1,-1.2,2.0
CN(C)Cc1ccccc1Sc1ccc(O)cc1O,-2.0,5.6,2.6,-2.6,1.1,-18.9,5.5,-0.6,6.2,3.1
Cn1c(=O)c2cc(NC(=O)NCc3ccc(F)cc3)ccc2n1Cc1cccc(C(F)(F)F)c1,-7.8,4.5,-6.3,-2.3,-377.0,-5.7,i,-2.0,-279.5,4.6
COc1cccc(CNc2ccc3c(c2)CCC3)c1,-0.4,13.4,-2.9,-3.2,-8.7,-12.7,-16.2,-1.0,-48.2,-4.2
O=[N+]([O-])c1ccc2nc(SCc3cn4cccnc4n3)[nH]c2c1,0.8,9.9,2.5,-0.2,-2.4,1.6,-17.2,0.4,-7.0,5.7
CCN(CC)CCCNC(=O)c1cn(C(C)c2ccccc2)nn1 (centres undefined),nt,nt,2.0,-1.1,5.1,11.0,-8.9,0.1,-2.6,7.2
COC(=O)[C@@]1(Sc2ccc(C)cc2)CC(=O)N[C@@H]1c1ccccc1,10.0,4.4,-2.5,-0.6,-3.0,2.5,-0.9,-0.4,0.8,-7.5
O=C(CN1CCN(Cc2ccc3c(c2)OCO3)CC1)Nc1ccc2c(c1)OCCO2,-2.9,9.5,2.3,-2.3,-10.1,-2.5,-5.5,0.1,-1.4,-11.1
Cc1ccc(OCC(=O)NC2=NCCS2)cc1,-0.5,0.5,5.0,-0.7,-5.3,-1.9,-4.5,0.0,-2.4,2.7
CCN1CCN(C(=S)Nc2ccc3nc4n(c(=O)c3c2)CCCCC4)CC1,-14.6,0.5,-3.2,-3.5,-57.3,11.4,-205.5,2.2,-33.4,-0.1
Cc1ccc2c(CC(=O)N3CCN(S(=O)(=O)c4ccccc4)CC3)coc2c1,13.4,7.0,12.6,2.9,-0.8,8.2,4.5,-0.1,-4.0,-3.9
O=C(Cn1cnc2ccccc2c1=O)NCCC(=O)Nc1ccccc1C(F)(F)F,4.4,7.0,3.3,-5.6,-4.3,2.1,1.9,-0.6,-1.6,3.3
CSCC[C@@H](Nc1nc(-c2ccccc2)nc2c1oc1ccccc12)C(=O)O,9.0,-5.4,1.1,-0.1,-2.8,-3.8,1.3,1.1,-4.1,0.9
Cc1cccc(NC(=O)CSc2nc3sc(C)cc3c(=O)n2C)c1,-0.7,-13.0,8.0,-0.3,-1.6,10.3,-1.7,0.2,6.3,-6.2
COc1cc(SC)ccc1C(=O)Nc1nc(C)cc(C)n1,-7.3,-0.4,-11.1,8.2,-2.5,-13.0,-2.4,0.7,0.4,-4.4
CCc1nn2c(N)c(/C=C3\C=Nc4ccccc43)c(=O)nc2s1,4.2&8.8,0.1&0.9,0.0&2.4,-0.2&-0.3,-4.0&-5.9,-13.2&2.0,-12.9&-20.6,0.7&0.2,-9.2&-14.9,-7.8&-1.6
NC(=O)C1CCN(C(=O)c2cc(S(=O)(=O)N3CCN(c4ccccc4)CC3)ccc2Cl)CC1,1.7,-8.0,1.0,1.2,-1.6,8.9,-1.0,0.3,3.7,-0.5
O=C(NNC1CC(=O)N(c2ccccc2)C1=O)c1ccco1 (centres undefined),-3.6,-1.0,-0.5,1.4,-3.1,5.2,-9.3,0.8,-3.1,0.2
COc1ccc(OCC(O)CN2CCN(c3ccc(OC)cc3)CC2)cc1 (centres undefined),-5.8,-0.2,3.6,-6.0,-3.1,-9.5,-4.2,-0.7,-2.5,-6.5
CCCOC(=O)CN1C(=O)c2ccccc2C1=O,-2.9,0.1,7.3,-3.4,-0.5,-1.6,-16.7,0.4,-2.4,3.1

# The last 2 records of the section before come first, to join the parts:
SMILES,ASAP1 inh,ARFGAP1 inh,Tn7 DDE FP,LEDGF integ inh,ADAM17 inh,TDP2 absorb,ADAM10 inh,proKLK7 act,PLCg1 inh,DDE Tn6 FP inh
COc1ccc(OCC(O)CN2CCN(c3ccc(OC)cc3)CC2)cc1 (centres undefined),-5.8,-0.2,3.6,-6.0,-3.1,-9.5,-4.2,-0.7,-2.5,-6.5
CCCOC(=O)CN1C(=O)c2ccccc2C1=O,-2.9,0.1,7.3,-3.4,-0.5,-1.6,-16.7,0.4,-2.4,3.1
O=C(NCc1ccccc1)C1=C[C@@H](c2ccc(C(F)(F)F)cc2)C[C@@H](OCCCCO)O1,-1.5,-4.8,-0.6,0.9,-3.0,-0.9,10.3,0.3,-2.7,-4.7
COc1ccccc1OCc1ccc(C(=O)N2N=C(C(F)F)CC2(O)C(F)F)o1 (centres undefined),4.2,-1.4,-4.0,0.2,-5.8,2.8,-7.5,0.4,-24.6,4.7
CCS(=O)(=O)c1ccc(O)c(NC(=O)c2ccc(S(=O)(=O)N3CCCCCC3)cc2)c1,15.6,9.3,1.4,-0.4,-3.0,3.9,-4.2,0.1,-0.5,0.4
COc1ccc(CN2C(=O)C(CC(=O)NCC3CCCCC3)CC(C(=O)N3CCOCC3)=C2C)cc1 (centres undefined),-6.2,-6.8,3.3,-10.1,-0.8,-7.5,3.0,0.0,-0.9,12.2
COCCn1c(C)cc(C(=O)COC(=O)c2ccc(-n3nc(C)cc3C)cc2)c1C,-13.7,-6.0,3.6,2.8,1.5,-12.0,-0.9,-0.4,-0.3,-7.0
C/C(=N\NC(=O)NC1CCCCC1)c1ccc(OC(F)F)cc1OC(F)F,-12.9,2.9,-1.9,4.3,2.9,-8.2,6.6,0.1,0.6,-1.2
COc1ccc(CCNC(=S)NC2CCN(Cc3ccccc3)CC2)cc1,0.1,12.4,8.1,1.5,0.7,-5.7,5.5,-0.6,-0.9,5.8
COc1ccc(CN2CCNC(=O)C2CC(=O)NCC2CCOCC2)c(F)c1 (centres undefined),8.7,13.0,-1.6,-11.0,0.9,-17.1,-22.6,0.1,-7.0,-11.4
Cc1ccc(CSc2nnc(-c3cccnc3)n2N)cc1,-10.2,18.1,-2.9,-0.5,-0.7,-0.6,-0.5,-0.7,0.1,6.4
COc1ccc([N+](=O)[O-])cc1NS(=O)(=O)c1cc(C(=O)N2CCN(C)CC2)ccc1OC,-7.7,-6.2,-0.3,-4.3,-1.9,6.6,-17.3,0.3,3.6,-3.5
O=C(Nc1ccc2c(c1)OCCO2)c1cccc(S(=O)(=O)N2CCCCC2)c1,-1.9,-4.1,2.2,0.7,-2.5,11.7,2.7,0.5,-0.1,-6.8
CN(C)CCCN(Cc1cc2cc3c(cc2[nH]c1=O)OCO3)C(=S)Nc1cccc(Cl)c1,-4.7,-5.2,-0.2,1.3,-77.8,9.3,-255.4,3.2,-22.3,-9.7
CC(C)N(C(=O)Cn1c(SCC(=O)NC2CC2)nc2ccccc21)C(C)C,11.6,9.4,0.2,-4.5,5.2,7.2,14.6,0.8,1.3,14.9
CCC(Cc1ccccc1)NS(=O)(=O)c1c(C)nc2scc(C)n2c1=O (centres undefined),-0.4,-8.2,-3.5,4.2,-11.7,4.7,-31.4,0.3,-2.9,4.8
CC(C)[C@H](NC(=O)c1ccccc1)C(=O)OCC(=O)N1CCc2ccccc2C1,-2.7,-14.5,1.4,-1.9,-0.8,2.5,-1.3,0.3,3.8,-0.3
O=C(c1ccc(C(=O)N2CCCCCC2)cc1)N1CCCCCC1,0.0,0.8,2.7,-1.8,-5.6,7.0,2.3,0.7,1.2,-10.2
OC(c1cc(-c2cccc(Cl)c2)nc2ccccc12)C1CCCCN1 (centres undefined),7.2,7.8,-5.7,-5.2,-2.9,-9.3,-2.6,0.3,1.6,2.1
O=C(CSc1nnc(C2CC2)n1-c1ccccc1)Nc1ccc(N2CCOCC2)cc1,13.1,10.2,4.4,-1.2,-4.1,-3.0,-4.4,-0.1,0.7,-2.4
Cc1cc(Nc2ccccc2)c2c([N+](=O)[O-])cc(C)c(C)c2n1,-4.1,-16.2,-4.1,3.1,3.1,-2.8,4.6,-0.1,4.2,6.6
CC(C)(C)c1cc(C(=S)N2CCCC2)cc(C(C)(C)C)c1O,6.6,1.1,-5.1,-4.1,-2.2,-10.7,1.3,-0.4,-0.1,5.5
C#CCOC(=O)C[N+](C)(C)C/C=C/c1ccccc1,-11.6,18.1,-1.1,-8.4,-6.8,-7.3,-3.3,-0.2,8.7,-14.1
COc1ccc2nc(C)cc(N3CCN(c4ccccc4)CC3)c2c1,-10.0,-2.4,-3.9,3.3,-1.4,11.1,2.3,-0.1,-1.3,-4.4
CC(C)CN(CC(C)C)c1nnc(N)s1,8.4,9.2,0.2,4.7,1.0,-10.3,6.4,0.5,3.9,-7.8
O=C1c2ccccc2C(=O)N1CCCc1nc(-c2ccccc2)no1,12.1,8.1,-5.0,6.5,0.9,-3.1,4.7,-0.1,0.5,-7.8
COc1cccc(OC)c1C(=O)NC(=S)NCc1ccccc1,-5.2,7.0,5.7,-0.4,-7.3,-9.5,-9.7,0.3,0.1,-9.8
FC(F)(F)c1cccc(NC(=S)Nc2ccc(Cl)cc2Cl)c1,7.3,-5.3,0.4,0.4,-4.4,-3.5,-9.3,0.1,2.1,1.8
CCOc1ccc(NC(=O)CNC(=O)c2ccco2)cc1,12.3,4.6,-0.1,6.2,1.2,-4.5,6.0,0.0,4.5,-1.0
COC1=C(OC)c2ccccc2C(C(=O)O)N/C1=C(/C)Nc1ccncc1 (centres undefined),0.6,-6.5,2.5,0.5,-3.5,3.7,-5.9,0.1,-3.7,-0.3
Cc1ccc2nc(-c3cccc(S(=O)(=O)N4CCCC4)c3)cn2c1,-3.8,8.2,4.3,1.7,-12.9,-2.3,-29.1,0.1,-39.8,-9.1
CC12CCC(C(=O)NNC(=O)c3ccc(F)cc3)(OC1=O)C2(C)C (centres undefined),12.2,0.7,3.2,-0.6,1.0,-7.0,-5.9,0.1,7.2,4.7
C/C(CC(=O)NCc1ccco1)=N\NC(=O)Cc1ccccc1,-6.6,-2.2,6.1,-0.3,-4.6,1.1,-9.7,-1.3,-2.0,0.5
CCc1ccc(NC(=O)CSc2nnnn2-c2cccnc2)cc1,-3.4,3.6,5.2,1.2,6.4,-12.8,4.6,0.2,6.5,-3.8
COc1ccc(S(=O)(=O)N(CC(=O)Nc2cccnc2)c2ccccc2OC)cc1,12.9,-1.9,5.1,-0.1,-5.3,2.3,-9.4,-0.2,3.9,-0.4
